CaV13 FRET inh: Primary screen for inhibitors of IQ motif and Ca2+-dependent inactivation inhibitor domain binding in CACNA1D, Förster resonance energy transfer in living cells, …. HEK cells, CFP/YFP FRET ICDI-IQ, plate reader, 10 min; percent FRET-ratio fall versus neutral wells. inhibition, % at 12.3 µM. 340,000 compounds, 0.098% hits. AID 743397;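 active means mean replicate inhibition of at least 30% and at least 1% of replicates passing that level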;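 further: 0% = median of the neutral control wells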
hiPSC survival: enhancers of single-cell hiPSC survival, primary screen, ATPlite luminescence. AID 602274, 2012. 100% = ROCK inhibitor wells, 0% = DMSO. survival enhancement, % at 20 µM. 360,000 compounds, 0.044% hits; in the data active means survival enhancement above about 18%;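 further: cells exposed to compounds for 16 hours before the ATP read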
HTR2A ag: mouse Htr2a agonists via beta-arrestin recruitment, primary screen, cell-based, luminescence. 360,000 compounds, 0.66% hits. 5-hydroxytryptamine receptor 2A (Mus musculus), P35363. CHO-K1 mHTR2A beta-arrestin complementation; percent of 30 µM serotonin response. activation, % at 7.6 µM;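 active means activation above a run cutoff, the mean activation of all tested compounds plus 3 SD, cut at about 14% in these data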;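 further: 0% = plate median of compound wells and 100% = 30 µM serotonin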
Target sequence (P35363 whole entry, looked up): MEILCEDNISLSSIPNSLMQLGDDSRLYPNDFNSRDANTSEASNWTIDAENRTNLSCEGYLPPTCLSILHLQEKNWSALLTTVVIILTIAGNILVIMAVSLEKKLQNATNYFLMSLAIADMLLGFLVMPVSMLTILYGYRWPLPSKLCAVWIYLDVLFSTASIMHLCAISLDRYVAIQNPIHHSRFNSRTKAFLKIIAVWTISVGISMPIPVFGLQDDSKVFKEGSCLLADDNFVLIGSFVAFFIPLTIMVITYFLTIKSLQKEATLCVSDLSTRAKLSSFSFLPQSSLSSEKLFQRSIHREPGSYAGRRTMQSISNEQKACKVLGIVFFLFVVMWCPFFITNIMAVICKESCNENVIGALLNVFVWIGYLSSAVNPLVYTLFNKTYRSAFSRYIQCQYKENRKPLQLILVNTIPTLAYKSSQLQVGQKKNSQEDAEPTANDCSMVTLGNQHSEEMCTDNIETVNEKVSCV
NR2E3 ag-1: NR2E3 agonists in two-hybrid cells, primary screen, cell-based, luminescence, CHO-S, Gal4-NCOR/VP16-NR2E3; Photoreceptor-specific nuclear receptor (Homo sapiens), Q9Y5X4; luciferase; inhibition of corepressor binding, % at 3.98 µM; 360,000 compounds, 0.35% hits; AID 602229, 2012;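 active means inhibition above the mean of all tested compounds plus 3 SD, cut at about 70% in these data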;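 further: 0% = DMSO with NR2E3 transfected cells and 100% = cells lacking NR2E3 construct; higher means lower luciferase signal from less NR2E3 corepressor binding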
Target sequence (Q9Y5X4 whole entry, looked up, the tested form may be a part): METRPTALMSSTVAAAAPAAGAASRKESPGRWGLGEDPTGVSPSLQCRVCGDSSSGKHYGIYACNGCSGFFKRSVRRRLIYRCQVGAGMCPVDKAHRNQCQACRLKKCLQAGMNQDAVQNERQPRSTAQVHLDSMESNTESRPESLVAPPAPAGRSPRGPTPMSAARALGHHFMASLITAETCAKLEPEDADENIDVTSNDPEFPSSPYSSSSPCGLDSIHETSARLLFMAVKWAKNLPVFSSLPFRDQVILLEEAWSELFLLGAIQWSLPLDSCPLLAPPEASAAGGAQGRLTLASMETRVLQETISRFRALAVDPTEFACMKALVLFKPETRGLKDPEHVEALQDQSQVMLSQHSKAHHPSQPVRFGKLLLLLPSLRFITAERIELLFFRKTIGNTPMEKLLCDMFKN
HIF-2a block: HIF-2a reporter inhibitors, primary screen, luminescence, 786-0 RCC cells. 786-0 RCC cells HIF-2a reporter, luciferase luminescence, overnight. inhibition, % at 18.8 µM. 360,000 compounds, 0.72% hits. AID 624352, 2012;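 active means inhibition of the luminescence signal of 40% or more relative to plate controls, in a single-dose primary screen at 18.75 µM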
NR2E3 ag-2: inhibitors of NR2E3-RetCOR corepressor binding, primary screen, NR2E3 agonist project, biochemical, TR-FRET, GST-NR2E3, biotin-RetCOR; 1536-well; inhibition of corepressor binding, % at 4.78 µM; 320,000 compounds, 0.12% hits; AID 2300, 2010;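 active means percent inhibition above the cutoff of mean plus 3 SD of all tested compounds, set per screening campaign, cut at about 20% in these data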;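 further: 0% = DMSO wells and 100% = biotin wells as full block of FRET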
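System: GST-tagged NR2E3 plus biotinylated RetCOR corepressor; Amount: 1.35 nM GST-tagged NR2E3 final; Dosing: single nominal compound dose of 4.8 µM; Schedule: 5 h incubation at 4 °C; Technique: TR-FRET with europium anti-GST and streptavidin-D2, 340 nm excitation; Controls: biotin wells as high control, 0.6% DMSO wells as low control.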
TRPM1 prom inh: inhibitors of MITF-dependent TRPM1 promoter reporter, primary screen, cell-based, SK-MEL-5, single point, luciferase; SK-MEL-5 TRPM1 promoter luciferase, 24 h; 330,000 compounds, 0.83% hits; inhibition, % at 12.5 µM;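 active means mean inhibition across replicates of 60% or more, whatever share of single replicates reaches that level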; further: values of inactives mirror those of a sister screen read the other way
Shn3 inh set2: reduction of Shn3 3'UTR firefly luciferase signal, primary screen, Schnurri-3 inhibitor project, cell-based, Clone20 osteoblasts, set 2 | Clone20 osteoblast Shn3 3'UTR firefly luciferase, 24 h | inhibition, % at 12.5 µM | 360,000 compounds, 0.52% hits;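 active means mean inhibition of at least 75% with every replicate also reaching 75%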;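 further: 0% = median of neutral control wells and 100% = pilot-screen positive control compound; some compounds past the cut are filed as inactive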
Peg3 promoter: Peg3 promoter-driven luciferase inhibitors, primary screen, cell-based, HeLa, luciferase luminescence | 360,000 compounds, 1.7% hits | HeLa PEG-Prom luciferase reporter, overnight | inhibition, % at 20 µM | AID 588405, 2011;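 active means inhibition of at least 50% at 20 µM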
PDI inh: inhibitors of human PDI, primary screen, biochemical, turbidity, single point, plate reader | PDI insulin aggregation turbidity, A650, 90 min | inhibition, % at 10 µM | 350,000 compounds, 0.052% hits | AID 588391, 2011;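 active means mean inhibition across replicates of 30% or more, whatever share of single replicates reach that level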;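 further: absorbance from insulin aggregation driven by PDI reduction with DTT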
H9c2 protect: cardioprotection against H2O2-induced cell death, primary screen, uHTS, H9c2 cells, ATPLite luminescence | H9c2 cardiomyocytes, H2O2 injury protection, 2 h | protection from H2O2 cell death, % at 20 µM | 360,000 compounds, 0.63% hits | AID 588492, 2011;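 active means compounds giving at least 50% protection of heart cells from peroxide-induced death in the single-dose screen, raw or plate-pattern-corrected value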;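 further: 0% = DMSO wells with peroxide and 100% = DMSO wells without peroxide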
The depositor's hits bear a star; . = not tested or not shown. Random draw from the library; about 3.9% have a hit in one of these screens.

no. | structure | CaV13 FRET inh | hiPSC survival | HTR2A ag | NR2E3 ag-1 | HIF-2a block | NR2E3 ag-2 | TRPM1 prom inh | Shn3 inh set2 | Peg3 promoter | PDI inh | H9c2 protect
1 | O=C(NCc1cccnc1)C1CC(c2ccccc2O)=NO1 (stereo not drawn) | -3 | -0.1 | -1 | -5 | 7 | -1 | -4 | -1 | -2 | -5 | -6
2 | COc1ccc(CCNc2ccc(N3C(=O)CC(C)C3=O)cc2[N+](=O)[O-])cc1 (stereo not drawn) | 0 | -0.7 | 1 | -7 | 14 | 1 | 15 | 9 | 12 | 12 | -10
3 | Cc1ccc(S(=O)(=O)NNC(=O)c2ccc(NC(=O)C3CC3)cc2)cc1 | -3 | -0.5 | -5 | -11 | 5 | . | 5 | -11 | 0 | -34 | 0
4 | CCOC(=O)N(C)c1c(CC)nc2c(OCc3ccc(C(F)(F)F)cc3)cccn12 | -4 | -3.4 | -3 | 13 | 4 | . | . | 13 | 19 | -2 | -1
5 | COc1cc2c(cc1OC)CN(C(=O)c1oc3ccccc3c1C)CC2 | -3 | -0.4 | 7 | -30 | -3 | 4 | 16 | 26 | 15 | -11 | -4
6 | CCCCCCOc1ccc(N2C(=O)CC(N(CCc3ccc(S(N)(=O)=O)cc3)C(C)=O)C2=O)cc1 (stereo not drawn) | -7 | 1.8 | -1 | -5 | -7 | 2 | -5 | 5 | -9 | -8 | -10
7 | CC1CCc2nn(CC(=O)NCCCN3CCOCC3)cc2C1 (stereo not drawn) | -2 | -1.2 | 6 | -16 | 6 | 2 | -8 | 3 | -7 | . | 11
8 | COc1ccccc1C(CNC(=O)c1cccc(S(=O)(=O)NCc2ccccc2)c1)N(C)C (stereo not drawn) | -3 | -0.3 | 3 | -2 | 16 | 2 | -3 | 5 | -1 | 7 | 2

The listing continues.
no. | structure | CaV13 FRET inh | hiPSC survival | HTR2A ag | NR2E3 ag-1 | HIF-2a block | NR2E3 ag-2 | TRPM1 prom inh | Shn3 inh set2 | Peg3 promoter | PDI inh | H9c2 protect
9 | CN(C)c1ccc(C=C2SC(=S)NC2=O)cc1 | -8 | -2.9 | 3 | -26 | -260 | . | -27 | -34 | -217 | -2 | -10
10 | Cc1ccc(S(=O)(=O)N(C)C[C@H]2OCCCC[C@@H](C)Oc3ccc(NC(=O)Cc4ccccc4)cc3C(=O)N([C@H](C)CO)C[C@@H]2C)cc1 | -2 | 0.9 | 8 | -3 | 7 | . | . | 6 | 0 | 20 | -6
11 | CCN(c1nc(C)cc(OC)n1)S(=O)(=O)c1ccccc1 | -5 | 0.3 | 1 | -16 | 17 | 2 | -15 | 10 | 11 | -7 | 4
12 | COC(=O)c1ccc(NC(=O)CCc2nnc3ccc(N4CCC5(CC4)OCCO5)nn23)cc1 | -3 | -0.6 | 10 | -35 | 3 | 3 | 3 | 3 | 8 | -6 | -2
13 | Cc1ccc(C(=O)N/N=C\c2ccc(OC(=O)c3cccc(F)c3)cc2)cn1 | -4 | -0.6 | 0 | -17 | -3 | 1 | 11 | -1 | -29 | -89 | 7
14 | COc1ccc(C(C(=O)NC2CCCC2)N(Cc2ccccc2)C(=O)c2snc(C(N)=O)c2N)cc1OC (stereo not drawn) | -4 | -0.4 | 16* | -25 | 10 | 3 | 2 | 12 | 16 | 2 | 18
15 | CC(Sc1ccc(S(=O)(=O)N2CCOCC2)cn1)C(=O)Nc1ccc(Cl)cc1Cl (stereo not drawn) | -2 | -0.6 | -9 | -2 | 8 | -2 | -1 | 14 | 16 | 11 | 2
16 | CCOC(=O)N1CCC(N(CCN(C)C)C(=S)Nc2ccc(Oc3ccccc3)cc2)CC1 | -11 | 0.0 | 1 | 23 | 7 | 0 | 7 | 14 | 11 | 7 | -13

Remaining list, next part
no. | structure | CaV13 FRET inh | hiPSC survival | HTR2A ag | NR2E3 ag-1 | HIF-2a block | NR2E3 ag-2 | TRPM1 prom inh | Shn3 inh set2 | Peg3 promoter | PDI inh | H9c2 protect
17 | CCOC(=O)CC1C(=O)NC2CCCCC2N1C(=O)Nc1ccc(Cl)cc1 (stereo not drawn) | -2 | -2.2 | -1 | -8 | -83 | 4 | 9 | 23 | 7 | -8 | 14
18 | COc1ccc(Cl)cc1-n1c(=S)sc2c(=O)[nH]c(SCC(=O)C(C)(C)C)nc21 | -19 | 0.3 | 4 | -23 | 12 | 1 | 1 | 6 | 19 | -7 | -8
19 | CC(C)CNC(=O)CSc1nnc(-c2cccc(S(=O)(=O)N3CCCCC3)c2)o1 | -4 | 2.0 | 0 | -26 | 21 | 5 | 2 | 9 | 15 | -2 | 0
20 | CCN(C(=O)COC(=O)c1cc([N+](=O)[O-])ccc1N1CCOCC1)C1CCCCC1 | -14 | -0.1 | 0 | -4 | 15 | -2 | -6 | 0 | 13 | 1 | -2
21 | CN(C)S(=O)(=O)n1cnc([C@@H]2[C@@H]3C(=O)OC[C@@H]3C[C@]23N=CN(Cc2ccccc2)C3=O)c1 | -5 | -1.5 | 1 | 17 | 13 | 2 | 2 | -18 | 14 | 2 | 2
22 | Cc1cccc(CCNC(=O)COc2cc(=O)n(C)c3ccccc23)c1 | -14 | 0.2 | -5 | -17 | 12 | 2 | 6 | -4 | -10 | -5 | 22
23 | Cn1cc(CNC(=O)C2CCCCC2)cn1 | -6 | -0.4 | 3 | -19 | 7 | 2 | 8 | 7 | 0 | 0 | -3
24 | CC1(C(=O)Nc2cccc3ccccc23)CCN1C(=O)C1(c2ccccc2)CCCC1 (stereo not drawn) | -10 | 11 | 5 | -2 | 4 | . | . | 10 | 16 | -7 | -4

(next part)
no. | structure | CaV13 FRET inh | hiPSC survival | HTR2A ag | NR2E3 ag-1 | HIF-2a block | NR2E3 ag-2 | TRPM1 prom inh | Shn3 inh set2 | Peg3 promoter | PDI inh | H9c2 protect
25 | CCOC(=O)c1nn(-c2ccc3ccccc3c2)cc1O | -3 | -0.2 | -2 | -120 | -325 | 4 | -147 | -53 | -298 | -4 | -6
26 | CCOc1cc(C(=O)NCC(C)CN(C)C)cc(OCC)c1OCC (stereo not drawn) | -7 | 0.1 | -2 | -19 | 0 | 2 | 2 | 14 | -2 | -4 | -2
27 | CC(Sc1ccccc1)C(=O)N1CCN(S(=O)(=O)c2ccccc2C(F)(F)F)CC1 (stereo not drawn) | . | -0.1 | -2 | 9 | 5 | 3 | 1 | -1 | 21 | 9 | -4
28 | COC(=O)c1cn(C(=O)c2cc(OC)cc(OC)c2)c2ccccc12 | -3 | 0.5 | 0 | -23 | -19 | 1 | 8 | 0 | 6 | 0 | -1
29 | O=C(N/N=C\c1cccnc1)c1ccc(Cl)cc1Cl | . | 0.1 | -4 | -25 | -81 | 1 | -6 | -2 | -13 | 3 | -7
30 | CC(=O)Nc1ccc(Nc2ncnc(N)c2[N+](=O)[O-])cc1 | 4 | -0.7 | 8 | -20 | 10 | -1 | -13 | -2 | -4 | 6 | 5
31 | Cc1cccc(CCNC(=O)C2CCN(S(=O)(=O)c3c(C)nn(C)c3C)CC2)c1 | -1 | -1.0 | 0 | -3 | -1 | -1 | -3 | 6 | 6 | -6 | 11
32 | CN(C)CCC1Sc2ccccc2Oc2ccccc21 (stereo not drawn) | . | -1.2 | -1 | -34 | 10 | 2 | -6 | 2 | 2 | 4 | -2

From no. 25 up to 27, copied from above:
no. | structure | CaV13 FRET inh | hiPSC survival | HTR2A ag | NR2E3 ag-1 | HIF-2a block | NR2E3 ag-2 | TRPM1 prom inh | Shn3 inh set2 | Peg3 promoter | PDI inh | H9c2 protect
25 | CCOC(=O)c1nn(-c2ccc3ccccc3c2)cc1O | -3 | -0.2 | -2 | -120 | -325 | 4 | -147 | -53 | -298 | -4 | -6
26 | CCOc1cc(C(=O)NCC(C)CN(C)C)cc(OCC)c1OCC (stereo not drawn) | -7 | 0.1 | -2 | -19 | 0 | 2 | 2 | 14 | -2 | -4 | -2
27 | CC(Sc1ccccc1)C(=O)N1CCN(S(=O)(=O)c2ccccc2C(F)(F)F)CC1 (stereo not drawn) | . | -0.1 | -2 | 9 | 5 | 3 | 1 | -1 | 21 | 9 | -4

More compounds.
no. | structure | CaV13 FRET inh | hiPSC survival | HTR2A ag | NR2E3 ag-1 | HIF-2a block | NR2E3 ag-2 | TRPM1 prom inh | Shn3 inh set2 | Peg3 promoter | PDI inh | H9c2 protect
33 | O=C(O)c1cnc(-c2ccccc2)nc1Sc1ccccc1 | -4 | -0.6 | 0 | -1 | 8 | 2 | 8 | 0 | 21 | -3 | -3
34 | CCc1nnc(NC(=O)CSc2nnc(Cc3ccccc3)n2-c2ccccc2)s1 | -5 | 4.8 | -8 | 4 | 21 | 3 | 0 | 2 | 3 | -3 | 13
35 | Cc1ccccc1CC(=O)NCCN1CCOCC1 | 1 | -0.5 | 5 | -7 | 17 | 2 | -15 | 14 | 4 | 11 | 4
36 | CCC(=O)N(CC)Cc1cc(=O)[nH]c2ccccc12 | -3 | -0.8 | 7 | -11 | 8 | 0 | 4 | -3 | 6 | 0 | 9
37 | CCN1CCN(C(c2ccc(OC)cc2)c2nnnn2Cc2ccc3c(c2)OCO3)CC1 (stereo not drawn) | -6 | -0.6 | -2 | -18 | 1 | -1 | -4 | -2 | 4 | 3 | 4
38 | Cc1cccc(N(C(=O)CCC(=O)Nc2cccnc2)C(C(=O)NC2CCCC2)c2ccncc2)c1 (stereo not drawn) | . | 7.9 | -1 | -5 | -2 | 1 | 0 | 6 | -14 | -5 | 0
39 | CN(c1ccccc1)S(=O)(=O)c1cccc(NC(=O)CSc2ncn[nH]2)c1 | -5 | -3.2 | 9 | 38 | -2 | 2 | -4 | 81 | 9 | 6 | -22

As entered above.
Shn3 inh set2, `Cc1ccccc1CC(=O)NCCN1CCOCC1` = 14
PDI inh, `O=C(O)c1cnc(-c2ccccc2)nc1Sc1ccccc1` = -3
